All columns: NCI-60 one-dose screen, growth in % after 48 h at 10 µM unless noted; 100 = growth as untreated, 0 = no growth, -100 = all killed.
IGROV1: IGROV1 ovarian cancer. hit rate 4.7% among 79,000. AID 1794786
OVCAR-8: OVCAR-8 ovarian cancer | hit rate 4.4% among 81,000
NCI-H522: NCI-H522 lung cancer. hit rate 8% among 78,000
NCI-H23: NCI-H23 lung cancer; hit rate 4% among 80,000
OVCAR-3: OVCAR-3 ovarian cancer; hit rate 7% among 79,000
OVCAR-5: OVCAR-5 ovarian cancer | hit rate 2.9% among 82,000 | AID 1794783
NCI/ADR-RES: NCI/ADR-RES ovarian cells. AID 1794790. hit rate 4.4% among 81,000
SK-OV-3: SK-OV-3 ovarian cancer cells; hit rate 3.2% among 80,000
OVCAR-4: OVCAR-4 ovarian cancer cells; AID 1794784; hit rate 3.7% among 80,000
* marks the source's active call; other numbers are inactive results; . = not tested or not shown; & = joins results of further samples. How the source made its calls: active means growth percent below 10; inactive means the rest. Only part of the results is shown; the hit share may differ from the screen's.

mol,IGROV1,OVCAR-8,NCI-H522,NCI-H23,OVCAR-3,OVCAR-5,NCI/ADR-RES,SK-OV-3,OVCAR-4
CC1(O)CC(c2nc(-c3ccc4ccc(-c5ccccc5)nc4c3)c3c(N)nccn23)C1 (stereo not given),40,39,31,34,57,41,41,14,33
CC1(C)OC(=O)C(OCC2CC2)=C1c1ccc(S(C)(=O)=O)cc1,97,107,74,99,118,100,97,99,103
CC(=O)NCCCCCC(=O)O,112,99,103,103,113,.,103,108,111
O=C(/C=C/c1ccc(Cl)nc1)c1cccs1,93,95,63,96,54,92,99,114,94
O=C(c1ccc(F)c(F)c1Nc1ccc(I)cc1F)N1CC(O)([C@@H]2CCCCN2)C1,2.3*,48,19,14,59,7.1*,40,29,28
COc1ccc(C2NC(=S)NC(C)=C2C(=O)Nc2ccc(S(N)(=O)=O)cc2)cc1OC (stereo not given),115,115,98,103,101,103,113,107,117
CCCCCCCCO,114,100,107,97,107,101,102,111,80
CN1CCN(c2ccc(C(=O)Nc3n[nH]c4ccc(Cc5cc(F)cc(F)c5)cc34)c(NC3CCOCC3)c2)CC1,-46*,23,-71*,11,33,1.4*,11,20,-6.3*
COc1cc(OC)c2c(=O)[nH]c(-c3cc(C)c(OCCO)c(C)c3)nc2c1,102,86,64,.,94,90,102,99,89
O=C(/C=C/c1ccc(Cl)nc1)c1ccc(Cl)c(Cl)c1,91,90,54,97,56,95,103,91,76
CNC(=O)c1cccc2cc(Oc3ccnc4cc(OCC5(N)CC5)c(OC)cc34)ccc12,40,49,46,64,61,65,76,70,49
CC(=O)O[C@]1(C(C)=O)CC[C@H]2[C@@H]3C=C(Cl)C4=CC(=O)[C@@H]5C[C@@H]5[C@]4(C)[C@H]3CC[C@@]21C,135,104,75,105,110,117,100,96,101
CCCNCCC,108,102,101,97,99,120,102,111,111
NC(=O)CC(N)C(=O)O (stereo not given),111,107,114,113,102,106,110,112,116
CN(C)CCCN1c2ccccc2Sc2ccccc21,.,103&103,66&97,99&94,139&125,117,93&91,102,103&87
OC1(c2ccc(Cl)c(C(F)(F)F)c2)CCN(CCCC(c2ccc(F)cc2)c2ccc(F)cc2)CC1,-57*,-72*,-81*,-75*,-100*,-47*,-60*,.,-11*
O=C1NCC2(CCN(CCc3ccccc3)CC2)O1,110,98,100,102,115,.,93,105,111
CN1CCC(COc2cnc(-c3cccc(Cn4nc(-c5cccc(C#N)c5)ccc4=O)c3)nc2)CC1,73,60,25,62,82,79,82,70,75
Nc1nnc(-c2c[nH]c3ccc(F)cc23)c(-c2c[nH]c3ccc(F)cc23)n1,69,96,82,88,97,109,101,100,92
CC1CCC(C(C)C)C(OC(=O)c2ccccc2O)C1 (stereo not given),120,120,104,108,103,113,109,108,99
CCCOc1ccccc1-c1nc2n[nH]nc2c(=O)[nH]1,110,102,94,102,98,.,100,106,102
Cc1ccc2c(c1)C(=O)N(c1cccc(S(N)(=O)=O)c1)C2=O,102,107,89,90,108,105,101,107,105
O=C(/C=C/c1cccs1)c1ccc(Cl)c(Cl)c1,100,104,91,103,108,101,108,104,96
[2H]c1nc(Nc2ncc(F)c(-c3cc(F)c4nc(C)n(C(C)C)c4c3)n2)c([2H])c([2H])c1CN1CCN(CC)CC1,39,74,66,49,73,50,71,36,66
CC1=C(C(=O)O)N2C(=O)[C@@H](NC(=O)[C@H](N)c3ccc(O)cc3)[C@H]2SC1,119,115,106,110,.,105,112,102,105
O=C(/C=C/c1ccc(Cl)c(Cl)c1)c1cccs1,78,89,75,95,93,94,95,98,82
Cc1nnc(NS(=O)(=O)c2ccc(N)cc2)s1,126,101,98,108,116,.,98,124,111
COc1ccc(-c2cc(=O)c3c(O)cc(O[C@@H]4O[C@H](CO[C@H]5O[C@H](C)[C@@H](O)[C@H](O)[C@@H]5O)[C@@H](O)[C@H](O)[C@H]4O)cc3o2)cc1O,104,.,106,92,111,.,96,103,115
Cc1onc(-c2ccccc2Cl)c1C(=O)N[C@@H]1C(=O)N2[C@@H]1SC(C)(C)[C@@H]2C(=O)O,101,106,96,112,118,115,109,104,110
O=C(CSc1nc(NC(=O)CN2CCN(c3cc4c(cc3F)c(=O)c(C(=O)O)cn4C3CC3)CC2)cc(=O)[nH]1)Nc1ccccc1,99,100,89,97,108,101,95,103,99
CC(=O)[C@H]1CC[C@H]2[C@@H]3C[C@H](C)C4=CC(=O)CC[C@]4(C)[C@H]3[C@@H](O)C[C@]12C,.,95,97,108,113,75,93,93,104
O=C(O)CN1C(=O)c2cccc3cccc(c23)C1=O,111,99,94,101,118,105,102,94,100
CCOC(=O)c1cccc(N)c1,100,99,110,111,109,99,102,102,120
CCC(=O)O[C@]1(C(=O)SCF)[C@H](C)CC2C3CC(F)C4=CC(=O)C=C[C@]4(C)C3(F)[C@@H](O)C[C@@]21C (stereo not given in full),96,75,.,105,111,68,58,58,87
Cn1cc(-c2nnc(-c3cn(C)c4ncccc34)s2)c2cc(Br)ccc21,86,101,100,99,116,112,106,.,109

Part of the list above, reformatted.
Values run as follows: IGROV1, OVCAR-8, NCI-H522, NCI-H23, OVCAR-3, OVCAR-5, NCI/ADR-RES, SK-OV-3, OVCAR-4
CC1(O)CC(c2nc(-c3ccc4ccc(-c5ccccc5)nc4c3)c3c(N)nccn23)C1 (stereo not given)
    40, 39, 31, 34, 57, 41, 41, 14, 33
CC1(C)OC(=O)C(OCC2CC2)=C1c1ccc(S(C)(=O)=O)cc1
    97, 107, 74, 99, 118, 100, 97, 99, 103
CC(=O)NCCCCCC(=O)O
    112, 99, 103, 103, 113, ., 103, 108, 111
O=C(/C=C/c1ccc(Cl)nc1)c1cccs1
    93, 95, 63, 96, 54, 92, 99, 114, 94
O=C(c1ccc(F)c(F)c1Nc1ccc(I)cc1F)N1CC(O)([C@@H]2CCCCN2)C1
    2.3*, 48, 19, 14, 59, 7.1*, 40, 29, 28
COc1ccc(C2NC(=S)NC(C)=C2C(=O)Nc2ccc(S(N)(=O)=O)cc2)cc1OC (stereo not given)
    115, 115, 98, 103, 101, 103, 113, 107, 117
CCCCCCCCO
    114, 100, 107, 97, 107, 101, 102, 111, 80
CN1CCN(c2ccc(C(=O)Nc3n[nH]c4ccc(Cc5cc(F)cc(F)c5)cc34)c(NC3CCOCC3)c2)CC1
    -46*, 23, -71*, 11, 33, 1.4*, 11, 20, -6.3*
COc1cc(OC)c2c(=O)[nH]c(-c3cc(C)c(OCCO)c(C)c3)nc2c1
    102, 86, 64, ., 94, 90, 102, 99, 89
O=C(/C=C/c1ccc(Cl)nc1)c1ccc(Cl)c(Cl)c1
    91, 90, 54, 97, 56, 95, 103, 91, 76
CNC(=O)c1cccc2cc(Oc3ccnc4cc(OCC5(N)CC5)c(OC)cc34)ccc12
    40, 49, 46, 64, 61, 65, 76, 70, 49
CC(=O)O[C@]1(C(C)=O)CC[C@H]2[C@@H]3C=C(Cl)C4=CC(=O)[C@@H]5C[C@@H]5[C@]4(C)[C@H]3CC[C@@]21C
    135, 104, 75, 105, 110, 117, 100, 96, 101
CCCNCCC
    108, 102, 101, 97, 99, 120, 102, 111, 111
NC(=O)CC(N)C(=O)O (stereo not given)
    111, 107, 114, 113, 102, 106, 110, 112, 116
